# EPAC1 antag: antagonists of human EPAC1; AID 720709; Potency, µM (titrated, usually from 115 µM), for the others: at the top dose activity change, negative = inhibition, usual class: inhibitors; EPAC1 GEF assay, Rap1b-BODIPY-GDP exchange fluorescence; hit rate 0.14% among 360,000;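 further: potency means the concentration at half of the fitted maximal effect; plate controls were vehicle for no effect and positive control for full effect; nearly all actives have a fitted effect of over 50% in size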
# PI5P4Ka inh: blocks human PI5P4K alpha kinase activity. P48426. PI5P4Kalpha enzyme, ADP-Glo luminescence, 60 min; stronger effect = lower value. max response, %. hit rate 1.2% among 330,000. AID 652105; active means max response of -50% or lower; inconclusive means between -30% and -50%; inactive means -30% or higher; further: value at the top dose of about 77 µM; on the % scale 0 is the no-effect control and ±100 the full control effect
#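 Reactions run in 0.038 M HEPES pH 7.4, 0.28 mM EGTA, 0.1% CHAPS and 5% DMSO, with PI5P4Kalpha, substrate, compound and 5 microM ATP final, one hour at room temperature. Readout is ADP-Glo luminescence.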
# EPAC1 agonist: agonists of human EPAC1. O95398. EPAC1 agonist qHTS, biochemical assay; response scale: 100% = response to 6.5 mM cAMP. Potency, µM (highest dose often 154 µM), without a hit: top-dose activation, usual class: activators. hit rate 0.073% among 360,000. AID 720707; further: potency means the concentration at half of the fitted maximal effect; nearly all actives have a fitted effect of over 60% in size
#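 Nucleotide exchange assay: 100 nM EPAC1 with 250 nM Rap1B loaded with BODIPY-GDP and 50 uM GDP, room temperature. Fluorescence (480/540 nm) read every 5 min for 30 min; signal change normalized to 6.5 mM cAMP as full agonist.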
# CCT chaperon mod: changes cytosolic chaperonin activity. activity change, % (no concentration beside the values), hits read low. purified chaperonin ATPase assay, HTRF ADP detection, 30 min. hit rate 0.3% among 360,000; in the data active means activity change below about -30%; further: on the % scale 0 is the no-effect control and ±100 the full control effect
#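 TRiC at 40 or 20 nM final (batch-dependent) in 30 mM Tris pH 7.4, 100 mM KCl, 5 mM MgCl2, 1 mM DTT, with compound at single 76 uM and 10 uM ATP, 30 min at 37 deg C. ADP detected by HTRF Transcreener, 665/615 ratio.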
# PLK1 PBD inh: inhibitors of human PLK1 polo-box domain binding. P53350. Plk1 PBD binding of FITC phosphopeptide, fluorescence polarization. Potency, µM, for inactives: max response, negative = inhibition, hits mostly inhibitors. hit rate 2.8% among 360,000; further: potency means the concentration at half of the fitted maximal effect; series mostly up to about 57 µM; on the % scale 0 is the no-effect control and ±100 the full control effect; nearly all actives have a fitted effect of over 65% in size
# WRN inhibitor: WRN helicase (human) inhibition; Q14191; AID 651768; WRN helicase unwinding, fluorescent forked duplex, kinetic; Potency, µM (doses to about 114 µM), inactives show top-dose activity change, negative = inhibition, usual class: inhibitors; hit rate 0.46% among 360,000; further: potency means the concentration at half of the fitted maximal effect; on the % scale 0 is the no-effect control and ±100 the full control effect; nearly all actives have a fitted effect of over 55% in size
#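 Primary qHTS, 1536-well format. 20 nM WRN + compound, 15 min RT; start with 100 nM forked fluorophore/quencher duplex, 2 mM ATP (final); kinetic read ex 525/em 598 nm.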
# EPAC2 antag: blocks human EPAC2 exchange factor; Q8WZA2; EPAC2 GEF exchange of Rap1B-BODIPY-GDP, fluorescence; Potency, µM (doses to about 114 µM), without a hit: at the top dose activity, negative = inhibition, usual class: inhibitors; hit rate 0.18% among 360,000; AID 720708; further: potency means the concentration at half of the fitted maximal effect; on the % scale 0 is the no-effect control and ±100 the full control effect; nearly all actives have a fitted effect of over 45% in size; many of its hits are not listed in these tables
# Target sequence (Q8WZA2 whole entry, looked up): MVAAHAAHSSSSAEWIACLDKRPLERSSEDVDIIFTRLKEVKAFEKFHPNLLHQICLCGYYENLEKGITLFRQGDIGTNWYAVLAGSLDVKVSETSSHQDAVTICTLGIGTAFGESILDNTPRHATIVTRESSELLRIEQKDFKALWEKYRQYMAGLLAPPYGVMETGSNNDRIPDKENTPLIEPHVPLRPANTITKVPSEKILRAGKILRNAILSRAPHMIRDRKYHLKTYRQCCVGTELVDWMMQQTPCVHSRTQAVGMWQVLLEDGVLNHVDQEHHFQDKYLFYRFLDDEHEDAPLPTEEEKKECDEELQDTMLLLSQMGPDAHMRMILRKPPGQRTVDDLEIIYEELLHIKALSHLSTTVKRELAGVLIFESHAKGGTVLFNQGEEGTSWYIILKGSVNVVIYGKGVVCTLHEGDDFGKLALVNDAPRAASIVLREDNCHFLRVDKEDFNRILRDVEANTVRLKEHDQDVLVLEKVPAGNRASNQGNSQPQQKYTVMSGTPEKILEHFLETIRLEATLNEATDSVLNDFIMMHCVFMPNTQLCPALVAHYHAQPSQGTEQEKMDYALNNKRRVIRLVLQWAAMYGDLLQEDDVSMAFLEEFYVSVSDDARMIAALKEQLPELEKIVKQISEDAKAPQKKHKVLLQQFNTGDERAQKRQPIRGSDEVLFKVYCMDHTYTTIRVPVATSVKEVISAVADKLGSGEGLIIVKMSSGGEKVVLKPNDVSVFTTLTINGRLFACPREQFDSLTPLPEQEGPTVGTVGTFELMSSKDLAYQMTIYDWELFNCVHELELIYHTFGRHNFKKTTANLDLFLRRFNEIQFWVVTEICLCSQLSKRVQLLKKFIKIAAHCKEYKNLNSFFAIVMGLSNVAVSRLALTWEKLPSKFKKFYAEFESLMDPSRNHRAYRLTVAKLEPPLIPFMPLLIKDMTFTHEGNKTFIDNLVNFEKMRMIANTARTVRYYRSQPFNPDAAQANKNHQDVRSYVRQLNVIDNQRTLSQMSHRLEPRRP
# MmCpn inh: blocks the Methanococcus maripaludis chaperonin Mm-Cpn | AID 504842 | Potency, µM (titrated, usually from 76.9 µM), inactives show at the top dose activity, negative = inhibition, actives largely listed as inhibitors | hit rate 0.031% among 330,000 | purified Mm-Cpn ATPase, ADP Transcreener TR-FRET; further: potency means the concentration at half of the fitted maximal effect; on the % scale 0 is the no-effect control and ±100 the full control effect; nearly all actives have a fitted effect of over 80% in size
#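 Quantitative HTS used 25 nM Mm-CPN and 10 uM ATP in magnesium/KCl Tris buffer, pH 7.4, with 1 mM DTT. Hydrolysis ran 30 min at 37°C; ADP was read by HTRF.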
# Active calls of the source: *; ? = inconclusive; · = not tested or not shown; [ ] = dose if it differs, or a comment. Unless noted, the call rests on the fitted dose curve; in most records, active means well fitted curve in the direction sought with a large enough effect; inconclusive means small, poorly fitted or top-dose-only effect, or another doubt; inactive means no such curve, though single readings can be large; an effect the other way counts as inactive or inconclusive. Only part of the results is shown; count on the stated rates, not on these rows.
SMILES,EPAC1 antag,PI5P4Ka inh,EPAC1 agonist,CCT chaperon mod,PLK1 PBD inh,WRN inhibitor,EPAC2 antag,MmCpn inh
COc1ccc(/C=N/Nc2nncc3ccccc23)c(OC)c1,-13%,-14,-3%,-0.8,-1%,-9%,2%,-6%
CC(C)CNC(=O)NC(=O)COC(=O)C1CSC2(c3ccc(F)cc3)CCC(=O)N12 (stereo not given),-22%,2,-4%,0.4,-17%,-4%,-10%,2%
Cc1ccc(C)c(NC(=O)c2ccc3c(=O)n4c(nc3c2)CCC4)c1,-29%,-2,12%,2.8,3%,-3%,-20%,-1%
CO/N=C/c1ccc(Sc2ccccc2)c([N+](=O)[O-])c1,-18%,16,1%,-0.4,-4%,-12%,?,-2%
CC(=O)Nc1ccc2c(c1)Cc1ccc(Cl)cc1-2,8%,17,4%,-0.7,10%,-2%[11.6 µM],19%,·
CCCCCN(C(=O)NC(=O)Nc1ccc(C)cc1C)S(C)(=O)=O,15%,3,2%,-2.8,-10%,14%,-6%,-2%
COC(=O)C1CCN(C(=O)COC(=O)c2cccc(NS(=O)(=O)c3ccccc3)c2)CC1,-21%,-1,4%,-13,-14%,-5%,-1%,-4%
Cc1ccc(-c2nc3c(Cl)cc(Cl)cc3c(=O)n2O)cc1,12%,12,-13%,1.1,-5%,7%,-3%,2%
Cc1nc2ccccc2cc1C(=O)N/N=C/c1ccc([N+](=O)[O-])cc1,14%,6,-1%,-4.3,-7%,6%,19%,3%
CN1CCN(C(=O)c2ccc(OCCOc3ccccc3)cc2)CC1,0%,9,12%,0.5,1%,1%,4%,0%
O=C(N1CCOCC1)N1c2ccccc2Sc2ccccc21,-8%,·,10%,-5.4,-6%,-13%,-5%,0%
CC(C)N1CCN(Cc2ccccc2-c2ccco2)CC1CCO (stereo not given),-7%,2,-3%,-0.2,3%,7%,0%,3%
Cc1cc(C)cc(NC(=O)CSc2nc(=O)n3cc(C)ccc3n2)c1,-17%,-9,11%,-1.2,-10%,0%,-13%,-2%
COC(=O)c1cc(C(=O)OCC(=O)Nc2ccc(N3CCOCC3)cc2)cc([N+](=O)[O-])c1,16%,1,5%,-3.0,-6%,4%,-2%,-1%
Cc1noc(/C=C/c2cccs2)c1S(=O)(=O)N1CCC(C(=O)NCCCN2CCCC(C)C2)CC1 (stereo not given),-17%,3,9%,-0.2,0%,-6%,1%,0%

# Sorted by the number under EPAC1 antag (descending): some entries from above
molecule,EPAC1 antag
COC(=O)c1cc(C(=O)OCC(=O)Nc2ccc(N3CCOCC3)cc2)cc([N+](=O)[O-])c1,16%
CCCCCN(C(=O)NC(=O)Nc1ccc(C)cc1C)S(C)(=O)=O,15%
Cc1nc2ccccc2cc1C(=O)N/N=C/c1ccc([N+](=O)[O-])cc1,14%
Cc1ccc(-c2nc3c(Cl)cc(Cl)cc3c(=O)n2O)cc1,12%

# Seven compounds from above with just CCT chaperon mod, WRN inhibitor and EPAC2 antag:
compound,CCT chaperon mod,WRN inhibitor,EPAC2 antag
CC(=O)Nc1ccc2c(c1)Cc1ccc(Cl)cc1-2,-0.7,-2%[11.6 µM],19%
CCCCCN(C(=O)NC(=O)Nc1ccc(C)cc1C)S(C)(=O)=O,-2.8,14%,-6%
COC(=O)C1CCN(C(=O)COC(=O)c2cccc(NS(=O)(=O)c3ccccc3)c2)CC1,-13,-5%,-1%
Cc1ccc(-c2nc3c(Cl)cc(Cl)cc3c(=O)n2O)cc1,1.1,7%,-3%
Cc1nc2ccccc2cc1C(=O)N/N=C/c1ccc([N+](=O)[O-])cc1,-4.3,6%,19%
CN1CCN(C(=O)c2ccc(OCCOc3ccccc3)cc2)CC1,0.5,1%,4%
O=C(N1CCOCC1)N1c2ccccc2Sc2ccccc21,-5.4,-13%,-5%

# (further entries)
SMILES,EPAC1 antag,PI5P4Ka inh,EPAC1 agonist,CCT chaperon mod,PLK1 PBD inh,WRN inhibitor,EPAC2 antag,MmCpn inh
Cc1ccc(OCC(=O)N2CCN(C(=O)c3ccncc3)CC2)cc1,-3%,-1,0%,-1.1,-5%,-2%,0%,0%
CCn1c(C)c(C2=CCN(S(=O)(=O)c3ccc(C)cc3)CC2)c2ccccc21,-19%,-5,13%,-29,-14%,?,-7%,?
CS(=O)(=O)c1ccc(Cl)c(NC(=O)COC(=O)c2cccc(S(=O)(=O)N3CCCCC3)c2)c1,3%,1,3%,1.6,4%,-19%,16%,3%
COc1ccc(Cl)cc1S(=O)(=O)NCc1nc2nc(C)cc(C)n2n1,-10%,-2,16%,-1.8,-9%,8%,10%,1%
c1ccc2nc(SCc3cn4ccccc4n3)cnc2c1,-2%,2,5%,-0.7,?,-3%,6%,-1%
CCC1(O)CC(c2ccccc2)=NN1C(=O)c1ccccc1F (stereo not given),-11%,-9,2%,-3.1,-6%,-19%,-1%,·
Cc1cc(NC(=O)CSc2cc(Cl)ccc2Cl)n(-c2ccccc2)n1,-23%,4,-2%,-5.8,-2%,3%,-12%,1%
CCn1nnc(NC(=O)COc2cc(C)ccc2C(C)C)n1,-9%,·,-4%,-1.6,-12%,-8%,-7%,0%
O=C(Nc1ccccc1Cl)c1cnccn1,10%,·,1%,-0.7,-1%,-1%,11%,3%
CC(C)CC(=O)N1CCN(c2ccc([N+](=O)[O-])cc2Cl)CC1,-4%,-10,-2%,-0.4,27µM*,0%,1%,1%
Cc1cccc(NC(=O)CNC(=O)N2CC(=O)Nc3ccccc32)c1C,-25%,-1,-7%,-0.1,-18%,-7%[57.1 µM],0%,1%
CC(=O)CSc1nnc2c3ccccc3nc(C(C)(C)C)n12,6%,2,5%,-2.0,-9%,-1%,-4%,0%
O=C(NCCC(=O)N1CCN(C(=O)c2ccco2)CC1)c1ccc(Br)cc1,11%,-1,-3%,-0.5,-3%,1%,22%,1%
COc1cc(NC(=O)N2CCc3nc(NCc4cccc(Oc5ccccc5)c4)ncc3C2)cc(OC)c1OC,-4%,-2,-2%,0.7,5%,-2%,-15%,·
Cn1c(-c2ccc3c(c2)OCO3)cnc1NCc1cccc(O)c1,-26%,-10,4%,2.8,-13%,-8%,3%,-3%
CCN1CCN(c2nc3c(C)cccn3c(=O)c2/C=C(\C#N)S(=O)(=O)c2ccccc2)CC1,6%,0,19%,1.8,-17%,-20%,-21%,0%
COc1ccc(CN2CCN(S(=O)(=O)c3ccc(C)cc3)CC2)cc1Br,-4%,·,16%,-1.3,1%,-6%,-4%,0%
CC(C)NC(=O)Cn1c(=O)cnc2ccccc21,-9%,-3,3%,3.6,-8%,-3%,-4%,1%
O=C(C1CCN(S(=O)(=O)N2CCCC2)CC1)N1CCCCC1,13%,·,3%,-5.0,-5%,0%,0%,2%
CCc1cccc(CC)c1NC(=S)NCc1nc2ccccc2[nH]1,10%,2,-11%,2.6,-4%,-1%,9%,1%
CN1CCN(c2nc(NCCOC34CC5CC(CC(C5)C3)C4)nc(OCC(F)(F)F)n2)CC1,3%,0,7%,-3.5,-9%,-3%,-7%,2%
CCOc1cc(C(=O)Nc2cccc3ncccc23)cc(OCC)c1OCC,-4%,·,2%,-1.6,-4%,3%,-1%,-2%
Clc1ccc(-c2nc3c4ccccc4ccn3c2CC2CCCCC2)cc1,-6%,6,-2%,-1.2,7%,1%,8%,·
CC(NC(=O)c1ccccc1)C(=O)OCC(=O)c1c(N)n(C)c(=O)n(C)c1=O (stereo not given),6%,-1,13%,1.4,-3%,-1%,-7%,1%
O=C(Nc1c(C(=O)Nc2ccc3c(c2)OCCO3)cnn1-c1ccccc1Cl)c1ccco1,4%,·,-4%,1.9,-8%,1%,3%,-1%
CC1Cn2c(nnc2-c2cc3ccccc3cc2O)S1 (stereo not given),-7%,·,9%,-0.6,1%,-22%,-1%,-1%
O=C(c1ccco1)N1CCN(S(=O)(=O)c2ccc(S(=O)(=O)NC3CCCCC3)cc2)CC1,8%,·,-3%,-0.9,-2%,-3%,1%,0%
CSc1nc(C)c(C(=O)C[n+]2ccccc2C)cc1C#N,11%,-22,17%,0.2,15µM*,1%,-3%,-2%
Cc1ccc(NC(=O)C(=O)NC2CCCCC2)cc1,15%,-3,6%,-1.0,-2%,-23%[57.1 µM],17%,-2%
Nc1cc(OCC(F)(F)F)cc(OCC(F)(F)F)c1,-2%,4,-4%,-4.6,-25%,-9%,-4%,-1%
CN(C)c1cccc(N=C2C=C(N3CCOCC3)CC(C)(C)C2)c1,0%,-3,0%,-1.2,-26%,-8%,5%,1%
CC(=O)N(O)c1ccc(C=Cc2ccccc2)cc1,-7%,?,-8%,0.3,?,-5%[57.1 µM],-9%,·
COC(=O)[C@@]12CCCCN1[C@H](c1ccc(-c3cc(C(C)=O)cs3)cc1)[C@H]1C(=O)N(C)C(=O)[C@H]12,11%,0,-14%,-0.9,-2%,-4%,0%,-3%
Fc1ccc(Cn2ccc(-c3cnc(-c4ccccc4)s3)n2)cc1,-9%,15,8%,-2.9,2%,-8%,-5%,-10%
CCCOc1ccccc1C(=O)Nc1ccc(S(=O)(=O)N2CCN(C)CC2)cc1,14%,-10,0%,-0.8,-3%,1%,1%,-1%
N#Cc1cccc(C(=O)C(=O)N2CCN(c3ccccc3)CC2)c1,-6%,6,-19%,·,0%,-3%,1%,·
O=S1(=O)CCOC[C@H](c2ccccc2)N1Cc1cccc(F)c1,-11%,4,-6%,-0.6,-3%,-1%,-18%,-1%
Cc1ccc2[nH]c(=O)c(CN(Cc3ccccc3)C(=S)NCCCN(C)C)cc2c1,-5%,15,8%,0.8,-16%,-8%,1%,-1%
CCc1ccc2c(CN(C)Cc3ccc(OC(F)F)c(OC)c3)cc(=O)oc2c1,-1%,17,7%,-0.6,1%,4%,-6%,-1%
COc1ccc(OC)c(C(c2nnnn2Cc2ccccc2)N2CCC(C(N)=O)CC2)c1 (stereo not given),17%,-3,-3%,-2.8,-7%,-20%[57.1 µM],4%,1%
Cc1cc(C)n2nc3nc4c(cc3c2n1)CCCC4,3%,-10,-3%,-1.2,-19%,4%,12%,-2%
COc1ccc(NC(=O)c2ccc(NCCCN3CCOCC3)c([N+](=O)[O-])c2)cc1,0%,-2,0%,-1.5,-3%,-18%,0%,-1%
COc1ccccc1NC(=O)c1ccc(COc2ccccc2Br)o1,-25%,2,7%,1.6,-14%,-10%,-3%,-3%

# Screening results from PubChem BioAssay.
